iPSC survival up: increases survival of single human iPS cells; AID 602274; 0.044% of 360,000 active; survival enhancement, % at 20 µM; hiPSC single-cell survival, ATPlite luminescence; 100% = ROCK inhibitor wells, 0% = DMSO; in the data active = survival enhancement above about 18%;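 also: cells exposed to compounds for 16 hours before the ATP read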
NR2E3 ag-1: activates human photoreceptor nuclear receptor NR2E3. Q9Y5X4. GST-NR2E3/biotin-RetCOR TR-FRET, 1536-well. inhibition of corepressor binding, % at 4.78 µM. 0.12% of 320,000 active. AID 2300;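 active = percent inhibition above the cutoff of mean plus 3 SD of all tested compounds, set per screening campaign, cut at about 20% in these data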;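 also: 0% = DMSO wells and 100% = biotin wells as full block of FRET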
Target sequence (Q9Y5X4 whole entry, looked up): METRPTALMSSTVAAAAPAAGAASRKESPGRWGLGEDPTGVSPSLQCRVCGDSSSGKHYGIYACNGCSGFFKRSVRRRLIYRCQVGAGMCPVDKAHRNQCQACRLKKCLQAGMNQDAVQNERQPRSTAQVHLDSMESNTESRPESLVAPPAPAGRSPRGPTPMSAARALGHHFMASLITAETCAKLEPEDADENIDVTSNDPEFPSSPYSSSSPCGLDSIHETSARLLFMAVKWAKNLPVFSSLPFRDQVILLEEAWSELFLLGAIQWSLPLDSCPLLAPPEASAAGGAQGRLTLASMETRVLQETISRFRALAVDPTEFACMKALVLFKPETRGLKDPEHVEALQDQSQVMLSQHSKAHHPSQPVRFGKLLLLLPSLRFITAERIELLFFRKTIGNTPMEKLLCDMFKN
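System: GST-tagged NR2E3 plus biotinylated RetCOR corepressor; Amount: 1.35 nM GST-tagged NR2E3 final; Dosing: single nominal compound dose of 4.8 µM; Schedule: 5 h incubation at 4 °C; Technique: TR-FRET with europium anti-GST and streptavidin-D2, 340 nm excitation; Controls: biotin wells as high control, 0.6% DMSO wells as low control.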
Vif inh: blocks HIV Vif function; HEK293T cells, Vif self-association by quenched fluorescence, imaging, 24 h; inhibition, % at 7.49 µM; 0.35% of 340,000 active; in the data active = inhibition above about 50%, passing the limit was not always enough; also: some results filed as inactive read as strong as hits
CaV13 ICDI inh: Primary screen for inhibitors of IQ motif and Ca2+-dependent inactivation inhibitor domain binding in CACNA1D, Förster resonance energy transfer in living cells, … | 0.098% of 340,000 active | AID 743397 | inhibition, % at 12.3 µM | HEK cells, CFP/YFP FRET ICDI-IQ, plate reader, 10 min; percent FRET-ratio fall versus neutral wells;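 active = mean replicate inhibition of at least 30% and at least 1% of replicates passing that level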;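 also: 0% = median of the neutral control wells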
MITF TRPM1 inh: inhibitors of MITF-driven TRPM1 promoter in melanoma cells; 0.83% of 330,000 active; inhibition, % at 12.5 µM; SK-MEL-5 TRPM1 promoter luciferase, 24 h; AID 488899;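 active = mean inhibition across replicates of 60% or more, whatever share of single replicates reaches that level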; also: values of inactives mirror those of a sister screen read the other way
NR2E3 ag-2: activates human NR2E3 receptor; CHO-S Gal4-NCOR/VP16-NR2E3 two-hybrid, luciferase; 0.35% of 360,000 active; Q9Y5X4; AID 602229; inhibition of corepressor binding, % at 3.98 µM;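 active = inhibition above the mean of all tested compounds plus 3 SD, cut at about 70% in these data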;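 also: 0% = DMSO with NR2E3 transfected cells and 100% = cells lacking NR2E3 construct; higher means lower luciferase signal from less NR2E3 corepressor binding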
PDI inh: PDI (human) enzyme inhibition. inhibition, % at 10 µM. PDI insulin aggregation turbidity, A650, 90 min. 0.052% of 350,000 active. P07237;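 active = mean inhibition across replicates of 30% or more, whatever share of single replicates reach that level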;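 also: absorbance from insulin aggregation driven by PDI reduction with DTT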
Target sequence (P07237 whole entry, looked up): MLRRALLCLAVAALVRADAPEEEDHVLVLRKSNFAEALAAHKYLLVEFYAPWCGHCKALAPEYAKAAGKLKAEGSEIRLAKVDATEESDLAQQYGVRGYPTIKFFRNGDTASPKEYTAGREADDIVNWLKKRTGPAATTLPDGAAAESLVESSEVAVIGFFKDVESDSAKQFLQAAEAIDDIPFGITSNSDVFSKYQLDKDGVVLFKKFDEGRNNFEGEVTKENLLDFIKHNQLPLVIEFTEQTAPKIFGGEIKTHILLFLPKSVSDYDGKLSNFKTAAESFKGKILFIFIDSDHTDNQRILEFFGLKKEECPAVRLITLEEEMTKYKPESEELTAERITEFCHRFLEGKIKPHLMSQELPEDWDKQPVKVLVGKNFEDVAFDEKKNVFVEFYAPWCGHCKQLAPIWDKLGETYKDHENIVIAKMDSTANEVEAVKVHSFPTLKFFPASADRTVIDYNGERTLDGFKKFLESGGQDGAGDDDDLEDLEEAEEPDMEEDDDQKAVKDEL
aDG glyco up: alpha-DG glycosylation activation | Pro5-aDG cells, alpha-DG glycosylation AlphaScreen (IIH6); 0% Pro5, 100% B10-LARGE cell signal | 0.22% of 360,000 active | activation, % at 10 µM | AID 624168;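 active = activation of at least 8% versus controls, or a plate z-score of at least 8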;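 also: Pro5 are CHO cells carrying HIG-tagged alpha-DG that lacks glycosylation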
HIF-2a inh: HIF-2a inhibition; inhibition, % at 18.8 µM; 0.72% of 360,000 active; 786-0 RCC cells HIF-2a reporter, luciferase luminescence, overnight; AID 624352;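 active = inhibition of the luminescence signal of 40% or more relative to plate controls, in a single-dose primary screen at 18.75 µM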
Exocytosis inh: blocks lytic granule exocytosis; 0.66% of 360,000 active; TALL-104 LAMP-1 surface exposure, flow cytometry; cells stimulated with thapsigargin and PMA; inhibition, % at 10 µM;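 active = inhibition above about 55%, limit read from the data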
Peg3 promoter: reduces Peg3 promoter-driven luciferase expression in HeLa; HeLa PEG-Prom luciferase reporter, luminescence, overnight; inhibition, % at 20 µM; 1.7% of 360,000 active; AID 588405;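 active = inhibition of at least 50% at 20 µM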
* hit, by the source's call; x = no result given.

SMILES	iPSC survival up	NR2E3 ag-1	Vif inh	CaV13 ICDI inh	MITF TRPM1 inh	NR2E3 ag-2	PDI inh	aDG glyco up	HIF-2a inh	Exocytosis inh	Peg3 promoter
C=CCOC(=O)C1=C[C@H](c2csc3ccccc23)C[C@H](OCc2ccc(CO)cc2)O1	-0.9	0.1	2.5	-5.1	-15.2	3.2	0.9	-0.1	8.3	0.0	-5.4
CC(C)Oc1ccc(CN2CCCC(CO)(Cc3ccc(F)cc3)C2)cc1 (configuration not stated)	-0.5	0.6	-8.9	-5.2	9.0	12.5	-4.1	0.0	10.4	35.1	18.6
CCC(=O)N1CCC(C(N)=O)(N2CCCCC2)CC1	-0.4	3.5	-1.4	-2.3	-2.4	-7.6	2.8	-0.1	12.8	2.2	7.6
CCC1(C)NC(=O)N(CC(=O)Nc2cc(C)on2)C1=O (configuration not stated)	-2.8	x	15.2	-4.1	-9.6	19.5	-10.7	-0.1	11.3	-1.1	19.8
O=Cc1c(N2CCCCCC2)nc2ccccn2c1=O	0.3	1.6	-4.8	-8.2	-7.9	-42.0	9.8	0.1	-9.2	-1.1	-6.3
C=CCNc1nc(SCC=C)nc2ccsc12	0.7	1.9	x	x	2.9	-9.1	-4.4	-0.1	19.3	1.6	-4.0
C/C(=N\OC(=O)c1ccc(Cl)cc1)c1sc(-c2ccccc2)nc1C	-2.1	3.5	7.3	-5.2	-55.8	-50.9	4.4	1.1	-251.4	-0.8	-291.5
CCOc1ccc(N(CC(=O)NCc2ccco2)S(=O)(=O)c2ccc(OC)c(OC)c2)cc1	1.3	2.4	-1.2	-4.7	-1.3	-10.8	0.5	-0.2	7.0	-0.4	6.8
Cc1cc(C)nc(SCC(N)=O)n1	1.0	-1.1	0.6	5.7	2.8	-15.7	9.7	0.0	11.4	1.5	-1.6
CCCCOc1ccc(C(=O)NCC(=O)N2CC=C(c3ccccc3)CC2)cc1	-0.3	2.5	-9.5	-6.7	2.5	-13.4	10.1	0.0	5.2	39.7	3.9
O=C(CCCOC(=O)c1ccc(O)cc1O)c1ccc(Br)cc1	3.0	x	1.3	-4.6	-3.5	43.7	-0.4	0.1	-0.6	-5.3	-32.2
CN1CCN(C(=O)c2ccccc2NC(=O)c2ccc(C(C)(C)C)cc2)CC1	-0.4	3.0	9.4	x	6.9	8.4	2.8	-0.1	-14.9	1.0	-2.7
CC1(C)CC(=O)c2cnc(NC3CC3)nc2C1	1.4	-0.3	-3.7	-15.2	-8.3	15.1	1.6	-0.3	-14.2	-0.8	-5.3
COc1ccc(Cl)cc1CSc1n[nH]c(C)n1	0.5	2.1	x	-7.4	5.2	-33.8	-9.9	0.2	-4.3	0.6	0.3
Cc1cc(NC(=O)Nc2cc(Cl)sc2Cl)no1	0.0	-4.2	-9.6	-3.5	3.6	-23.9	-0.3	0.1	-87.0	-14.2	-43.8
O=C(CC1CCCCC1)NCc1ccc(Cl)cc1	-0.1	4.7	-12.4	-21.2	-25.1	-57.4	6.2	-0.2	-170.7	-3.7	-134.2
C/C=C/C=N/NC(=O)CN(c1ccc(Br)cc1)S(=O)(=O)c1ccccc1	-2.4	6.3	-13.0	-7.1	-9.1	-13.8	17.8	-0.1	19.2	12.6	13.9
CC1(C)CC(=O)N(c2cccc(Cl)c2)C(=O)C1	-0.2	2.6	5.5	-18.7	-2.4	-16.0	13.4	0.1	15.4	-2.6	8.4
O=C(O)/C=C/C(=O)Nc1ccc(S(=O)(=O)N2CCCC2)cc1	-1.5	4.2	-10.6	0.0	-4.2	17.9	14.1	0.3	7.5	-2.7	-2.8
Cc1ccc(NC(=S)NC2CC3CCC(C2)N3Cc2ccco2)cc1C (configuration not stated)	-2.9	0.0	-1.9	-7.9	7.9	5.5	6.7	0.3	-3.5	6.1	0.5
NC(=O)C1CCN(CCC(=O)Nc2ccc(Br)cc2)CC1	-1.0	-0.1	-9.1	x	2.3	-20.7	9.9	-0.3	1.0	-1.4	13.7
CS(=O)(=O)c1ccc(NC(=O)CCN2C(=O)C3CCCCC3C2=O)cc1 (configuration not stated)	-0.2	-2.9	x	-3.4	-1.3	-22.5	-2.4	0.1	14.8	4.3	9.6
CN(CC(=O)Nc1ccc(F)cc1)C(=O)Cn1c(=O)oc2ccccc21	-0.5	6.5	13.4	-6.4	4.0	-9.7	-2.6	-0.1	18.0	6.1	-2.5
Cc1ccccc1CN1CC2=C(CCN(Cc3ccccc3)C2=O)N2CCN=C12	-1.0	x	-2.1	-9.9	x	40.5	x	1.6	16.5	-9.0	25.8
O=C(NCCCN1CCOCC1)c1ccccc1NS(=O)(=O)c1ccc(Br)cc1	-2.0	1.2	-3.7	-7.1	-6.8	16.8	0.8	0.1	14.1	-1.0	12.2

As a short view, some entries already given:
SMILES	iPSC survival up	NR2E3 ag-1	Vif inh	CaV13 ICDI inh	MITF TRPM1 inh	NR2E3 ag-2	PDI inh	aDG glyco up	HIF-2a inh	Exocytosis inh	Peg3 promoter
C=CCOC(=O)C1=C[C@H](c2csc3ccccc23)C[C@H](OCc2ccc(CO)cc2)O1	-0.9	0.1	2.5	-5.1	-15.2	3.2	0.9	-0.1	8.3	0.0	-5.4
CC(C)Oc1ccc(CN2CCCC(CO)(Cc3ccc(F)cc3)C2)cc1 (configuration not stated)	-0.5	0.6	-8.9	-5.2	9.0	12.5	-4.1	0.0	10.4	35.1	18.6

2 compounds from above with just Exocytosis inh, PDI inh and CaV13 ICDI inh.
canonical_smiles	Exocytosis inh	PDI inh	CaV13 ICDI inh
Cc1ccccc1CN1CC2=C(CCN(Cc3ccccc3)C2=O)N2CCN=C12	-9.0	x	-9.9
O=C(NCCCN1CCOCC1)c1ccccc1NS(=O)(=O)c1ccc(Br)cc1	-1.0	0.8	-7.1

(continued)
SMILES	iPSC survival up	NR2E3 ag-1	Vif inh	CaV13 ICDI inh	MITF TRPM1 inh	NR2E3 ag-2	PDI inh	aDG glyco up	HIF-2a inh	Exocytosis inh	Peg3 promoter
COC(=O)CCc1c(C)c(C(=O)c2ccco2)c2ccccn12	0.9	7.5	0.6	x	1.5	-7.5	4.9	0.1	14.8	1.8	2.7
C=CCOC(=O)C1=C(C)NC(C)=C(C(=O)OCC=C)C1c1ccc(C)o1	-0.5	2.5	1.2	-2.1	12.0	4.0	0.2	0.0	22.7	-1.0	24.9
CCOc1ccccc1NC(=O)C1CCCN(S(=O)(=O)c2cccc3cccnc23)C1 (configuration not stated)	-2.1	-0.6	-1.7	-1.2	-2.5	7.4	x	0.2	8.5	0.1	9.0
Cn1c(=O)c(Nc2ccc(O)cc2)c2c3c(cccc31)C(=O)c1ccccc1-2	-1.5	1.4	-0.6	-6.6	20.6	20.8	0.2	-0.4	36.3	38.9	36.6
CC1c2nc3ccccc3n2C(CC(=O)NC2CC2)C(=O)N1Cc1ccccc1 (configuration not stated)	-1.9	3.2	-18.6	-3.1	-1.8	7.7	3.0	-0.3	12.5	-11.7	1.8
COC(=O)c1ccc(N2CCOCC2)c(NC(=O)c2ccc3c(c2)OCCO3)c1	-0.2	4.3	-11.1	-3.3	0.6	-7.6	0.2	0.1	5.3	1.4	5.5
O=C(CN1C(=O)c2ccccc2S1(=O)=O)N1CCN(c2cccc(Cl)c2)CC1	-2.2	-1.4	5.7	-4.6	-4.2	-7.9	3.0	0.3	27.9	0.0	7.1
CC12CC3OC3CC1CCC1C2CCC2(C)C1CCC21OCCO1 (configuration not stated)	-0.2	x	-4.0	-7.4	1.1	16.6	-9.6	0.3	4.1	-4.8	-7.9
CCC(=O)N1CCc2cc(OC)c(OC)cc2C1COc1ccccc1OC (configuration not stated)	-0.6	x	0.7	0.6	3.0	-13.0	1.1	0.3	16.0	-2.1	1.8
Nc1ccn([C@@H]2O[C@H](CNCc3cnc(N4CCOCC4)nc3)[C@@H](O)[C@H]2O)c(=O)n1	-1.8	x	-2.8	-2.7	x	-6.9	-1.3	0.2	6.5	-1.9	-16.8
COc1ccc(Cn2cnc3c([N+](=O)[O-])c(C)c(C)cc32)cc1	2.5	-0.5	-2.1	-5.9	-4.0	1.1	-6.6	0.4	7.3	-3.5	16.8
O=C(CNS(=O)(=O)c1ccccc1)OCC(=O)c1ccc(OC(=O)c2ccccc2)cc1	-1.1	-1.4	7.3	-2.4	-12.1	-10.8	-5.7	0.4	-29.5	-0.5	-19.6
Cc1ccc(Cn2c(C)c(C(=O)NCc3ccc4c(c3)OCO4)sc2=O)cc1	-3.1	x	-6.9	12.0	x	27.8	6.3	-0.1	3.9	-1.1	7.3
Cc1ccc(C(=O)N/N=C\c2ccc3c(c2)OCO3)cn1	0.3	-1.0	7.8	-1.9	4.5	-21.8	-7.8	-0.1	-54.1	2.6	-15.6
CC(C)CC(=O)Nc1nc2ccc(S(=O)(=O)N3CCOCC3)cc2s1	15.1	7.9	-27.1	-6.5	20.3	-25.6	2.2	0.0	5.4	-1.9	-11.9
Cc1ccccc1OCc1nc2ccccc2c(=O)n1N	-2.1	4.7	6.4	-0.9	-29.7	-59.7	-5.0	0.0	-138.8	0.1	-187.4
Cc1ccc(C(=O)N2CCC(C(=O)NC3CCCC3)CC2)cc1	0.3	-1.2	11.1	-2.0	5.3	-7.0	0.4	-0.1	7.5	-12.8	25.6
COc1ccc(CN2C(=O)c3cccnc3C2=O)cc1S(=O)(=O)N1CCOc2ccc(C)cc21	-0.3	-1.6	6.8	-13.8	2.5	-25.6	-0.1	-0.4	0.2	2.6	8.4
CC(C)c1ccc(NC(=O)c2ccc(NC3=NC4CS(=O)(=O)CC4S3)cc2)cc1 (configuration not stated)	0.4	3.2	2.6	-5.1	x	-36.7	x	0.0	-1.6	-6.7	-19.9
CCN(CC)C(=O)CSc1nc(O)cc(=O)n1-c1ccccc1OC	-2.3	2.3	11.7	-8.1	-0.8	19.4	4.9	-0.1	11.3	-3.2	11.5
CCCn1c(=O)c2ccccc2n2c(SCC(=O)/C(C#N)=C(\C)N)nnc12	-0.2	-1.4	1.5	-8.7	2.5	2.5	4.2	0.2	-4.9	-3.9	11.4
CCOC(=O)N1CCN(C(=O)C(NS(=O)(=O)c2cccc3nsnc23)c2ccccc2)CC1 (configuration not stated)	0.0	3.6	15.3	-5.2	-0.5	-0.8	11.5	-0.2	16.8	1.2	9.8
Cc1ccsc1CN(C)C(=O)CCc1nnc(COc2ccccc2)o1	1.4	0.4	1.5	7.6	-37.0	-59.4	4.8	-0.1	-175.9	-5.6	-127.6
CC(C)(C)NC(=O)CN(C(=O)CSc1nnc(COc2ccccc2)o1)c1cccc(F)c1	0.1	1.8	0.2	-7.1	0.0	-3.6	-6.3	0.0	10.6	2.4	9.8
COc1ccc(CCNC(=O)c2sc(=S)n(C)c2N)cc1	6.0	-2.5	2.3	-2.9	-11.4	-19.9	2.4	0.1	7.2	2.6	-0.5
CCOc1ccc(Oc2cc(C)nc(SC)n2)nn1	-1.0	2.5	10.2	-4.5	2.7	-32.3	2.4	0.1	0.6	1.9	-9.6
Cc1c(C(=O)NCc2ccc3c(c2)OCO3)sc2nc(-c3ccccc3)cn12	-1.3	0.2	-5.5	-5.9	x	-24.5	x	0.5	-172.1	-15.4	-10.4
CC(=O)OC(C(=O)NCc1ccco1)c1cccnc1 (configuration not stated)	-1.8	-2.7	-4.0	-0.4	1.5	-31.8	2.5	0.0	12.3	-1.0	9.3

Screening results (PubChem BioAssay)
